LRH-1 inv ag: inverse agonists of human LRH-1 (NR5A2) | O00482 | HEK293T StAR-luciferase reporter, LRH-1 transfected, 24 h | inhibition, % at 3.6 µM | actives 0.13% (n = 360,000);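 active = inhibition above the mean inhibition of all tested compounds plus 3 SD, cut at about 73% in these data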;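 note: 0% = DMSO wells and 100% = reporter-only cells lacking LRH-1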
TWEAK-Fn14 inh: TWEAK-Fn14 signaling inhibition; actives 2% (n = 360,000); inhibition, % at 10 µM; TWEAK-stimulated Fn14 reporter cells, luciferase luminescence, 8 h; AID 1159606; in the data active = inhibition above about 50%
NR2F2 inh: NR2F2 (human) inhibition, primary screen; P24468; HEK293T NGFI-A luciferase reporter, luminescence; inhibition, % at 8.6 µM; actives 0.7% (n = 370,000);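 active = inhibition above a per-plate cutoff, mean inhibition of test wells between control levels plus 3 SD, cut at about 38% in these data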;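 note: cells cotransfected with COUP-TFII expression vector driving the NGFI-A reporter; 0% = median of COUP-TF2 test wells and 100% = reporter-only cells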
TROY signal inh: TROY signaling inhibition; inhibition, % at 10 µM; actives 0.98% (n = 360,000); Q293 LMP1-TROYcd NF-kB luciferase reporter, 4 h;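 active = compounds whose plate-normalised and pattern-corrected inhibition of the luciferase reporter signal at the single screening dose is 50% or more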
SRC2 inh: inhibits human steroid receptor coactivator 2; inhibition, % at 9 µM; Q15596; actives 0.17% (n = 370,000); HEK293 GAL4-SRC2 luciferase reporter, luminescence;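 active = inhibition above the mean inhibition of all tested compounds plus 3 SD, set per campaign, cut at about 52% in these data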;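 note: 0% = DMSO treated cells and 100% = cells given Gossypol at 36 µM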
Granule exo inh: blocks lytic granule exocytosis | TALL-104 LAMP-1 surface exposure, flow cytometry; cells stimulated with thapsigargin and PMA | actives 0.66% (n = 360,000) | inhibition, % at 10 µM;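 active = inhibition above about 55%, limit read from the data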
SRC3 inh: inhibitors of human steroid receptor coactivator 3 (SRC3); HEK293 GAL4-SRC3 luciferase reporter, luminescence; Q9Y6Q9; inhibition, % at 3.6 µM; actives 0.17% (n = 360,000);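 active = inhibition above a per-campaign cutoff, the mean of all compounds plus 3 SD, cut at about 60% in these data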;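 note: 0% = DMSO-treated cells and 100% = gossypol-treated cells at 36 µM; higher means less SRC3-driven luciferase light from the GAL4 reporter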
TLR9-MyD88 block: TLR9-MyD88 interaction inhibition; CHO BLA complementation TLR9-MyD88, CCF4 FRET ratio; inhibition, % at 4.98 µM; actives 0.21% (n = 340,000);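 active = inhibition above the mean over all tested compounds plus 3 SD, cut at about 21% in these data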;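 note: 0% = DMSO only wells and 100% = clavulanate BLA inhibitor control wells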
NOD2-RIPK2 inh: NOD2-RIPK2 protein interaction inhibition; CHO BLA complementation NOD2-RIPK2, CCF4 ratio; inhibition, % at 4.98 µM; actives 0.38% (n = 360,000); AID 624267; in the data active = inhibition above about 21%;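 note: 0% = vehicle only and 100% = reference blocker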
NCOA1 inh: human NCOA1 inhibition; Q15788; HEK293 GAL4-SRC1 luciferase reporter, luminescence; inhibition, % at 3.6 µM; actives 0.12% (n = 360,000);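 active = inhibition above the campaign mean plus 3 SD, with each screening campaign given its own cutoff, cut at about 60% in these data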;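 note: 0% = DMSO treated cells and 100% = gossypol at 36 µM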
ABHD5-PLIN5 inh: ABHD5-PLIN5 protein interaction inhibition | Q00G26+Q8WTS1 | Split G. princeps luciferase complementation, luminescence, 4 h | inhibition, % at 4 µM | actives 0.78% (n = 360,000);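 active = inhibition above the mean inhibition across every tested compound plus 3 SD, cut at about 22% in these data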;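 note: 0% = DMSO only wells and the 100% control is not disclosed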
Target sequence (Q00G26 whole entry, looked up): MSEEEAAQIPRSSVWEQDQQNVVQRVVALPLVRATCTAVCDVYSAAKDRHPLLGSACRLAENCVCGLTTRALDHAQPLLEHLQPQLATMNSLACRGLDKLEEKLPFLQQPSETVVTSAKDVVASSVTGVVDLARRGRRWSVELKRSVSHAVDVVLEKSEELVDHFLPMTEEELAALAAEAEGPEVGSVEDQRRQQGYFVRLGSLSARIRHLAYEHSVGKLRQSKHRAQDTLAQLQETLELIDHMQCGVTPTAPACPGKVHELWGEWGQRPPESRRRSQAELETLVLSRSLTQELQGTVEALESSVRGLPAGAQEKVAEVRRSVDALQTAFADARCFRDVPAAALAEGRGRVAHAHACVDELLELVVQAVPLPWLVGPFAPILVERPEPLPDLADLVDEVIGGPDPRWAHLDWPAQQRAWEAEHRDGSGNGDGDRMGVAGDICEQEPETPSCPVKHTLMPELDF
Target sequence (Q8WTS1 whole entry, looked up): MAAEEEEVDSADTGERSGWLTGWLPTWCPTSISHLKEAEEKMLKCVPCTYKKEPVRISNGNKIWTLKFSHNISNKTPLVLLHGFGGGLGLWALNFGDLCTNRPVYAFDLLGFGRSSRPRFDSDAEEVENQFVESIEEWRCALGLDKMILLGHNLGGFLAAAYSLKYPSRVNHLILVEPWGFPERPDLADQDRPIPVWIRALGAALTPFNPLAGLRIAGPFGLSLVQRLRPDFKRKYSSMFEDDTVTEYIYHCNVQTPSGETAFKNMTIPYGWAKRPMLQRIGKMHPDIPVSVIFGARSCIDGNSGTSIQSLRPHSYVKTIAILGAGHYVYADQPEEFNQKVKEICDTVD
* marks the source's active call; other numbers are inactive results; · = not tested or not shown. Some of the compounds tested; the hit share may differ from the screen's.

Each structure is followed by: LRH-1 inv ag | TWEAK-Fn14 inh | NR2F2 inh | TROY signal inh | SRC2 inh | Granule exo inh | SRC3 inh | TLR9-MyD88 block | NOD2-RIPK2 inh | NCOA1 inh | ABHD5-PLIN5 inh
> C=CCOc1c(Br)cc(CNc2ccc(NC(=O)CCC)cc2)cc1OCC
→ -4.2 | 0.8 | -11.8 | 4.7 | -4.3 | -1.3 | 15.3 | 1.1 | -3.9 | -12.5 | 4.3
> CC1CCN(C(=O)c2ccccc2SCC(=O)NCC2CCCCC2)CC1
→ 2.8 | 2.1 | 3.5 | -3.1 | -24.2 | 2.2 | 13.6 | -12.5 | -1.9 | -26.1 | -9.1
> CCOc1ccc2nc(SCC(=O)N3CCCCCC3)c(C#N)cc2c1
→ -0.9 | 0.0 | -10.0 | -37.4 | -13.2 | 0.0 | 3.5 | -1.8 | -1.1 | -0.8 | -1.7
> O=C1CCCN1c1cc(Cl)cc(Cl)c1
→ 15.6 | 4.7 | -6.3 | -5.1 | 4.9 | 2.8 | 6.7 | -2.8 | -8.7 | 5.1 | 2.6
> O=C(CSc1nc2ncc(Cl)cc2[nH]1)NCC(=O)Nc1ccc(F)c(F)c1F
→ -10.6 | -3.8 | -0.8 | -14.0 | -3.8 | -0.9 | 17.1 | 1.8 | -17.6 | -13.8 | 0.9
> Cc1ccc(C(C)C)c(OCc2nnc3n2CCCCC3)c1
→ -32.5 | -3.8 | -3.4 | -3.5 | 8.2 | -1.2 | -3.7 | -17.9 | 6.7 | -18.6 | -4.2
> CCn1c(SC(C)C)nnc1C1CCN(S(=O)(=O)c2ccc(OC)cc2)CC1
→ -5.1 | 0.2 | 1.9 | 0.1 | -4.3 | -1.3 | 5.1 | -2.0 | 8.5 | 13.0 | 3.7
> Cc1ccc2nc(Nc3ccc(Cl)cc3)c3nncn3c2c1
→ 11.8 | -7.6 | -1.2 | 0.2 | 1.7 | 4.0 | -1.7 | -1.4 | 1.4 | 19.4 | 14.3
> O=C(NC1CCCCC1)C(c1ccc2ncccc2c1)N(Cc1ccc(F)cc1)C(=O)c1cccs1 (stereo not given)
→ 12.0 | -6.0 | -13.7 | -11.0 | 11.3 | 3.3 | 7.6 | 5.5 | -10.1 | 1.6 | 1.9
> CCOC(=O)Cn1nc(/C=C/c2ccc(C)cc2)ccc1=O
→ -31.1 | -2.8 | -5.8 | -13.7 | -12.7 | -0.6 | 4.2 | 3.5 | -4.1 | 11.0 | -9.4
> COc1ccc(Br)cc1C(=O)N/N=C/c1ccc2c(c1)n(C)c(=O)n2C
→ 1.4 | -11.9 | -5.3 | -14.3 | -22.4 | -0.8 | 9.3 | -2.8 | -1.3 | -15.1 | 0.6
> CC(NC(=O)COC(=O)c1ccc(Br)o1)c1ccccc1 (stereo not given)
→ -3.3 | 1.5 | -3.8 | -8.7 | 21.2 | 16.8 | 3.8 | -6.5 | -5.0 | -0.5 | 4.0
> Cc1noc(C)c1COC(=O)CCCOc1ccc(Cl)cc1Cl
→ 8.7 | 0.8 | -0.4 | 6.0 | -2.2 | -1.0 | -30.5 | -2.5 | -9.9 | -6.8 | -0.3
> CCOc1ccc(NC(=O)COC(=O)c2cc(C)oc2C)cc1
→ 39.4 | 1.9 | -14.8 | -7.2 | 5.5 | -2.6 | 5.3 | 6.4 | 1.8 | -3.4 | -4.7
> Cc1nc(C)c(C(=O)C2=C(O)C(=O)N(CCN(C)C)C2c2ccco2)s1 (stereo not given)
→ -17.0 | -13.2 | 5.6 | -4.4 | -1.9 | -1.6 | -3.9 | 5.3 | 10.2 | 12.7 | -1.3
> Cc1[nH]c2ccccc2c1C(c1ccncc1)N1CCCCC1 (stereo not given)
→ 5.8 | 15.1 | -8.9 | 9.1 | -15.2 | 0.7 | 1.6 | -1.7 | -9.3 | 14.8 | -1.6
> COc1cccc(/C=N/N2CCN(c3ccccc3OC)CC2)c1
→ -93.0 | -0.7 | -46.2 | -36.0 | -45.7 | -6.4 | -50.1 | -2.8 | 10.0 | -43.3 | -14.2
> CCN(CC)C(=O)COc1ccc(-c2nnc(N3CCCCC3)c3ccccc23)cc1
→ 8.8 | -10.1 | 16.0 | 14.1 | -18.6 | 4.3 | 19.1 | 3.3 | -2.8 | -9.4 | 5.8
> CCCCC[C@H](O)/C=C/C1C(=O)C=C[C@H]1C/C=C\CCCC(=O)OC (stereo not given in full)
→ 1.9 | 58.5* | -24.0 | 12.2 | -37.6 | 7.5 | -17.7 | 2.3 | 4.8 | -18.6 | 36.2*
> CC(=O)C1=C(C)N(c2ccccc2)C(=O)C1(NS(=O)(=O)c1ccc(N)cc1)C(F)(F)F (stereo not given)
→ -0.6 | 18.9 | 1.1 | 20.2 | -4.2 | -2.1 | -12.0 | 0.1 | -3.0 | 0.3 | -0.3
> O=Nc1c2cc(-c3ccccc3)[nH]nc-2c2ccccc12
→ -117.8 | 80.1* | -44.6 | 70.7* | -73.0 | -1.7 | -56.6 | -8.6 | 2.5 | -92.9 | -1.2
> O=C(CN(Cc1ccccc1)C(=O)CNS(=O)(=O)c1ccc(F)cc1)NCc1ccco1
→ -8.8 | 30.2 | 4.7 | -2.0 | -18.8 | 13.0 | -5.4 | 4.4 | -3.0 | -39.4 | -0.9
> O=C(CN(Cc1cccs1)C(=O)CCC(=O)Nc1ccccn1)NCc1ccccc1
→ -14.6 | -6.6 | 12.7 | 1.4 | -8.3 | -5.8 | -8.3 | 6.2 | 10.5 | -11.1 | -2.9
> Cn1c(=O)c2c(ncn2CC(=O)N/N=C/c2cn[nH]c2-c2ccc(F)cc2)n(C)c1=O
→ 24.9 | 26.6 | 6.6 | 16.2 | 4.7 | -1.3 | 23.1 | 8.8 | -7.1 | -18.7 | -2.2
> Cn1c(=O)[nH]c(=O)c2c1nc(N1CCOCC1)n2CC(=O)c1ccccc1
→ 6.5 | -11.5 | 23.8 | 14.2 | -16.9 | -18.1 | 17.0 | -1.9 | -14.2 | 11.1 | 1.2
> COCCNC(=S)N(C)[C@H]1C[C@H]2c3cc(Oc4ccccc4C)ccc3CCN2C(=O)[C@H]1[C@H](C)O
→ -13.6 | -6.5 | 8.1 | 9.3 | 6.1 | -0.8 | -16.8 | -6.2 | 3.7 | -23.6 | -11.8
> O=C(Nc1ccc(N2CCOCC2)cc1)C1CC(O)CN1S(=O)(=O)c1ccc(Cl)cc1 (stereo not given)
→ -0.9 | 21.7 | 20.5 | -10.3 | 6.2 | -2.2 | -10.9 | 1.9 | -10.9 | -8.8 | -5.8
> COc1ccccc1-n1c(-c2ccc(F)cc2)coc1=O
→ 24.8 | -8.3 | · | -12.2 | · | -1.8 | 5.6 | 7.6 | -8.3 | 3.9 | 8.6
> Cc1ccc2cc3cc(C(=O)NCCN4CCOCC4)oc3nc2c1
→ 19.5 | -29.2 | -4.0 | -43.8 | -0.7 | -4.7 | 11.9 | 4.9 | 3.0 | 3.7 | 11.1
> COC(=O)c1ccccc1NC(=O)COC(C)=O
→ 33.5 | 2.6 | 10.0 | 11.7 | 10.4 | -0.9 | -2.8 | -1.2 | -2.5 | -12.3 | 0.8
> c1ccc(N/N=C(\Cc2nc3ccccc3[nH]2)c2ccccc2)cc1
→ -55.1 | -20.8 | -28.9 | -30.8 | -10.0 | 10.3 | -66.3 | -10.2 | 1.0 | -39.3 | 1.2
> COc1cc(/C=C(\C#N)C(=O)Nc2ccc(C(=O)O)cc2)ccc1OC(=O)c1cccc(F)c1
→ -1.2 | -14.3 | 21.8 | 26.4 | 6.9 | -0.3 | -4.0 | 0.8 | -12.8 | -38.1 | -0.4
> COc1ccc(C[C@H](N)C(=O)N[C@H]2[C@@H](O)[C@H](n3cnc4c(N(C)C)ncnc43)O[C@@H]2CO)cc1
→ 102.0* | 93.3* | 98.8* | 2.9 | 86.3* | -6.5 | 95.0* | 11.0 | 2.2 | 94.3* | 9.4
> CCOC(=O)c1nc(Nc2ccc(C(=O)O)cc2)c2ccccc2n1
→ 6.7 | 9.5 | -6.4 | 13.7 | -12.9 | 1.8 | -12.1 | -4.2 | 4.8 | -4.8 | 0.8
> COc1ccc2c(c1)SC(C)CC2=O (stereo not given)
→ -10.6 | 4.0 | 9.5 | -0.7 | -8.3 | 0.2 | 10.4 | -2.2 | -10.9 | -13.9 | 1.4
> CC(C)=CC(=O)N1CCC(Oc2cccc(C(=O)NCc3ccccn3)c2)CC1
→ 10.7 | 10.8 | 2.5 | -6.6 | -26.0 | -4.7 | -8.8 | 4.7 | 5.4 | -13.0 | 5.9
> O=C(N/N=C/c1ccsc1)c1c[nH]c2ccccc12
→ -52.7 | 4.2 | -46.9 | -13.0 | -18.4 | -2.2 | -42.4 | -3.8 | -7.7 | -46.8 | -5.9
> CSc1ccc(CNCCCN(C)C)cc1
→ 4.8 | -13.6 | -3.2 | -4.0 | 12.8 | 7.1 | 30.1 | 4.5 | 8.5 | -2.4 | -0.2
> Cc1ccc(S(=O)(=O)NCc2ccc(C(=O)NC3CCCCC3)cc2)cc1
→ 0.8 | 5.6 | -18.2 | 3.4 | -11.7 | -7.3 | -25.6 | -7.3 | -9.9 | 9.3 | -2.3
> CCn1c(SCC(=O)NC2CC2)nnc1-c1ccc(F)cc1
→ 3.9 | 13.1 | -2.6 | 0.7 | -12.7 | 1.3 | 0.4 | -8.6 | 8.0 | -3.4 | 6.7
> O=C(N/N=C/c1ccc2c(c1)OCO2)C(=O)Nc1ccccc1Cl
→ -22.1 | -33.5 | 9.9 | -22.6 | -0.9 | -1.9 | 11.2 | -2.0 | -14.7 | -4.1 | 2.1
> Cc1c(C(=O)NNC(=O)c2ccncc2)oc2ccccc12
→ 4.5 | -1.7 | -8.1 | 21.2 | -2.4 | 2.8 | -1.4 | -1.4 | -2.9 | -0.2 | -1.9
> O=C(COc1cc2oc(=O)c3c(c2cc1Cl)CCCC3)N1C[C@H]2C[C@@H](C1)c1cccc(=O)n1C2
→ 10.8 | -10.0 | -15.2 | -1.4 | 2.8 | -7.8 | 10.6 | -1.7 | -11.3 | -6.6 | 10.1

Entries listed so far that have an aryl thioether with sulfur outside any ring (6):
Each structure is followed by: LRH-1 inv ag | TWEAK-Fn14 inh | NR2F2 inh | TROY signal inh | SRC2 inh | Granule exo inh | SRC3 inh | TLR9-MyD88 block | NOD2-RIPK2 inh | NCOA1 inh | ABHD5-PLIN5 inh
> CC1CCN(C(=O)c2ccccc2SCC(=O)NCC2CCCCC2)CC1
→ 2.8 | 2.1 | 3.5 | -3.1 | -24.2 | 2.2 | 13.6 | -12.5 | -1.9 | -26.1 | -9.1
> CCOc1ccc2nc(SCC(=O)N3CCCCCC3)c(C#N)cc2c1
→ -0.9 | 0.0 | -10.0 | -37.4 | -13.2 | 0.0 | 3.5 | -1.8 | -1.1 | -0.8 | -1.7
> O=C(CSc1nc2ncc(Cl)cc2[nH]1)NCC(=O)Nc1ccc(F)c(F)c1F
→ -10.6 | -3.8 | -0.8 | -14.0 | -3.8 | -0.9 | 17.1 | 1.8 | -17.6 | -13.8 | 0.9
> CCn1c(SC(C)C)nnc1C1CCN(S(=O)(=O)c2ccc(OC)cc2)CC1
→ -5.1 | 0.2 | 1.9 | 0.1 | -4.3 | -1.3 | 5.1 | -2.0 | 8.5 | 13.0 | 3.7
> CSc1ccc(CNCCCN(C)C)cc1
→ 4.8 | -13.6 | -3.2 | -4.0 | 12.8 | 7.1 | 30.1 | 4.5 | 8.5 | -2.4 | -0.2
> CCn1c(SCC(=O)NC2CC2)nnc1-c1ccc(F)cc1
→ 3.9 | 13.1 | -2.6 | 0.7 | -12.7 | 1.3 | 0.4 | -8.6 | 8.0 | -3.4 | 6.7

Compound activity (PubChem BioAssay)
